EP2 mod = modulators of human EP2 prostaglandin E2 receptor; induction, % at 25 µM; P43116; 260,000 compounds, 0.83% hits; EP2-expressing cells, cAMP HTRF FRET, PGE2 co-stimulation;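 active = compounds whose cAMP rise, as percent of the full-agonist control response, exceeds 60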;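 note: rat C6 glioma line stably carrying human EP2 under a CMV promoter; the protocol text gives 20 µM as final concentration; 100% = response of wells given 1 µM PGE2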
Target sequence (P43116 whole entry, looked up): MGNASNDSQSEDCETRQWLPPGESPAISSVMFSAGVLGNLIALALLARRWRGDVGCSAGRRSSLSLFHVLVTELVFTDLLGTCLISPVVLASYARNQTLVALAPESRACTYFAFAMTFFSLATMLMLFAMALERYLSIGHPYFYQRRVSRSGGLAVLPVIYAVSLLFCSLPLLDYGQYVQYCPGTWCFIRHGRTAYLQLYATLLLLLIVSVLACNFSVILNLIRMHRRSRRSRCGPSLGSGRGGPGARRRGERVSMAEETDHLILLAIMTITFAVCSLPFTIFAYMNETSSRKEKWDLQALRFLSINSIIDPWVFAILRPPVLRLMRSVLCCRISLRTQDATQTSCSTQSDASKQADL
EP2 antag = EP2 receptor (human) inhibition | inhibition, % at 25 µM | C6 glioma cells expressing human EP2, cAMP TR-FRET; cells stimulated with saturating PGE2 | 260,000 compounds, 0.52% hits | P43116;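 active = percent inhibition above 40 after rounding to a whole number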;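 note: rat C6 glioma host cells with rolipram phosphodiesterase inhibitor present; the protocol text gives 20 µM as final concentration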
Starred values were filed as active, the others as inactive.

SMILES | EP2 mod | EP2 antag
C=CCNC(=O)C1CC(=O)N(c2ccc(OCC(=O)Nc3ccc(C)c(Cl)c3)cc2)C1 (stereo unspecified) | -46 | 12
O=C(NC1CCCc2c1cnn2-c1ccc(F)cc1)C1CCCN1C(=O)C(F)(F)F (stereo unspecified) | 1 | 9
CCc1c(C)sc2ncn(C3CCN(C(=O)Cc4ccsc4)CC3)c(=O)c12 | -47 | 6
CC12CCC(c3nnc(SCc4ccccc4F)nc31)C2(C)C (stereo unspecified) | 35 | 22
COc1ccc(OC)c(C(=O)c2oc3ccc(OC)cc3c2N)c1 | -75 | 19
CCC(C)(C)NC(=O)CN(C(=O)CCC(=O)Nc1nccs1)c1ccc(C)c(C)c1 | 20 | 12
COc1ccc2nc3sc(C(=O)N4CCCc5ccccc54)c(N)c3cc2c1 | -53 | 10
Cc1onc(-c2ccncc2)c1C(=O)NCC(c1ccc2c(c1)OCO2)N(C)C (stereo unspecified) | -13 | 11
CC(C)C(c1nnnn1C1CCCC1)N1CCN(C)CC1 (stereo unspecified) | 10 | 11
CCNC(=O)c1cc2c(=O)n3ccccc3nc2n(Cc2ccc(C)cc2)c1=N | -3 | 15
CC(C)NC(=O)c1cc2sccc2n1C | -41 | 16
CC[N+](CC)(CC)CCNC(=O)c1c(O)c2ccccc2[nH]c1=O | -14 | 8
CCn1c(SCC(=O)NC(C)(C)C)nnc1-c1cccs1 | -1 | 5
COc1cc(C(=O)NC2CCSC2=O)cc(OC)c1OC (stereo unspecified) | -17 | 9
CS(=O)(=O)N1CCCc2cc(C(O)CN3CCC(C(F)(F)F)CC3)ccc21 (stereo unspecified) | -59 | 5
COC(=O)CSc1nc2cc(C)cc(C)c2cc1C | 31 | 8
CC(=O)Nc1ccc2nc(NC(=O)c3ccc(Cl)c(Cl)c3)sc2c1 | -49 | 7
Cc1cc(C)c(C#N)c(SCC(=O)Nc2cc(Cl)ccc2C)n1 | 5 | 10
CCC(c1nnnn1C1CCCCC1)N(Cc1cccs1)Cc1cc2ccc(C)c(C)c2[nH]c1=O (stereo unspecified) | 51 | 12
CNC(=S)NNC(=O)c1cccnc1 | 16 | 8
COc1ccc2c(c1)cc(C)c1nn(CC(=O)N3CCCCCC3)c(=O)n12 | -29 | 6
COc1cc2cc(C)c(SCC(=O)NCc3cccs3)nc2cc1OC | -1 | 9
Nc1nc(NC(=S)Nc2ccccc2)cc(=O)[nH]1 | -70 | 8
CC(C)(C)C1CCc2c(sc3nc(SCC(=O)N4CCOCC4)[nH]c(=O)c23)C1 (stereo unspecified) | 17 | 11
CC(C)(C)NC(=O)C(c1cccs1)N(C(=O)C(=O)Nc1ccc2c(c1)CCC2)c1cccnc1 (stereo unspecified) | -9 | 18
SMILES | EP2 mod | EP2 antag
CCCc1[nH]nc2c1C(c1ccc(OCc3ccccc3)c(OC)c1)C(C#N)=C(N)O2 (stereo unspecified) | -37 | 10
O=C(O)CSc1nnc(-c2ccco2)n1C1CCCCC1 | -56 | 9
COC(=O)Cn1cnc2sc(C(=O)OC)c(C)c2c1=O | -6 | 12
Cc1ccc(NCc2nnc(SCC(=O)O)n2C)cc1Cl | 6 | 3
O=C(Cn1cc(C(=O)C2CC2)c2ccccc21)NCCc1c[nH]c2ccccc12 | -81 | 10
NS(=O)(=O)c1ccc(N=Nc2ncccc2O)cc1 | 10 | 6
Cc1ccc(S(=O)(=O)N2CCCC(C(=O)N3CCOCC3)C2)cc1 (stereo unspecified) | 0 | 19
c1ccc(-c2cc3nccc(C4CCCNC4)n3n2)cc1 (stereo unspecified) | -3 | 5
CCOc1ccc(C(O)CN2CCC3(CC2)CC(O)c2cc(C)ccc2O3)cc1 (stereo unspecified) | -47 | 11
CCCc1c(O)nc(SCC(=O)N(CC)CC)[nH]c1=O | 19 | 14
Cn1c(=O)c2[nH]c(SCCN3CCOCC3)nc2n(C)c1=S | 4 | 8
Cc1nc2c(c(=O)[nH]1)CN(Cc1ccc(Cl)c(Cl)c1)CC2 | -25 | 7
O=C(Nc1ccc(S(=O)(=O)Nc2ccccn2)cc1)c1ccc(Cl)cc1Cl | -27 | 11
CS(=O)(=O)N(CC(=O)NCc1ccncc1)c1cccc(Cl)c1 | 10 | 8
CCC1CCCCN1C(=O)CSc1nc(-c2cccs2)cc(C(F)(F)F)n1 (stereo unspecified) | 50 | 9
COc1ccc(C(=O)Nc2ccc3oc(-c4ccc(F)cc4)nc3c2)cc1OC | -44 | 10
O=C(c1c(F)cccc1F)N1CCCC(c2nc(-c3cccs3)no2)C1 (stereo unspecified) | 13 | 12
CCC(C)NC(=O)C1CCN(Cc2ccc(OC)cc2OC)CC1 (stereo unspecified) | -9 | 6
COc1cc(OC)cc(-c2nc(-c3ccc(C)nc3OC)no2)c1 | -47 | 10
Cc1csc(NC(=O)CSc2nc3c(C)ccc(C)c3cc2C#N)n1 | 34 | 35
CC1CCCN(C(=O)C2CCN(Cc3ccc(Cl)cc3)CC2)C1 (stereo unspecified) | -3 | 17
CC(=O)Oc1ccc(/C=C(\NC(=O)c2ccco2)C(=O)NCc2ccco2)cc1 | -43 | 9
COc1ccc(S(=O)(=O)N(Cc2cccnc2)Cc2cc3cc(OC)ccc3[nH]c2=O)cc1 | -88 | 18
CC(C)C(=O)N1CCN(c2ccc(NC(=O)c3cc(Cl)ccc3Cl)cc2)CC1 | 0 | 11
C#CCN(C#N)c1nc(NC(C)C)nc(NC(C)C)n1 | 11 | 7

For reference, 18 of the compounds above.
SMILES | EP2 mod | EP2 antag
c1ccc(-c2cc3nccc(C4CCCNC4)n3n2)cc1 (stereo unspecified) | -3 | 5
CCOc1ccc(C(O)CN2CCC3(CC2)CC(O)c2cc(C)ccc2O3)cc1 (stereo unspecified) | -47 | 11
CCCc1c(O)nc(SCC(=O)N(CC)CC)[nH]c1=O | 19 | 14
Cn1c(=O)c2[nH]c(SCCN3CCOCC3)nc2n(C)c1=S | 4 | 8
Cc1nc2c(c(=O)[nH]1)CN(Cc1ccc(Cl)c(Cl)c1)CC2 | -25 | 7
O=C(Nc1ccc(S(=O)(=O)Nc2ccccn2)cc1)c1ccc(Cl)cc1Cl | -27 | 11
CS(=O)(=O)N(CC(=O)NCc1ccncc1)c1cccc(Cl)c1 | 10 | 8
CCC1CCCCN1C(=O)CSc1nc(-c2cccs2)cc(C(F)(F)F)n1 (stereo unspecified) | 50 | 9
COc1ccc(C(=O)Nc2ccc3oc(-c4ccc(F)cc4)nc3c2)cc1OC | -44 | 10
O=C(c1c(F)cccc1F)N1CCCC(c2nc(-c3cccs3)no2)C1 (stereo unspecified) | 13 | 12
CCC(C)NC(=O)C1CCN(Cc2ccc(OC)cc2OC)CC1 (stereo unspecified) | -9 | 6
COc1cc(OC)cc(-c2nc(-c3ccc(C)nc3OC)no2)c1 | -47 | 10
Cc1csc(NC(=O)CSc2nc3c(C)ccc(C)c3cc2C#N)n1 | 34 | 35
CC1CCCN(C(=O)C2CCN(Cc3ccc(Cl)cc3)CC2)C1 (stereo unspecified) | -3 | 17
CC(=O)Oc1ccc(/C=C(\NC(=O)c2ccco2)C(=O)NCc2ccco2)cc1 | -43 | 9
COc1ccc(S(=O)(=O)N(Cc2cccnc2)Cc2cc3cc(OC)ccc3[nH]c2=O)cc1 | -88 | 18
CC(C)C(=O)N1CCN(c2ccc(NC(=O)c3cc(Cl)ccc3Cl)cc2)CC1 | 0 | 11
C#CCN(C#N)c1nc(NC(C)C)nc(NC(C)C)n1 | 11 | 7

More entries follow:
SMILES | EP2 mod | EP2 antag
Cc1[nH]nc2c1C(c1ccc(OCC(=O)N3CCCC3)cc1)C(C#N)=C(N)O2 (stereo unspecified) | 13 | 11
COCCNc1c(-c2cc3cc(C)cc(C)c3[nH]c2=O)nc2cccc(C)n12 | -13 | 13
COc1ccc(C2(NC(=O)c3c(C(C)C)noc3C)CCCCC2)cc1 | -14 | 7
Cc1ccc(NC(=O)CSc2nc(-c3cccs3)cc(C(F)(F)F)n2)c(Br)c1 | -100 | 39
COc1ccc2[nH]c(=O)c(CN(C(=O)Nc3ccccc3Cl)C3CCCCC3)cc2c1 | -11 | 10
Cc1oc(C(=O)N2CCCC2c2nc3ccccc3[nH]2)cc1CN1CCOCC1 (stereo unspecified) | -3 | 7
COC(=O)C[C@H]1C(C)(C)C(=O)[C@@H]2CC3C4=CC(=O)O[C@@H](c5ccoc5)[C@]4(C)CCC3C1(C)C2=O (stereo partly specified) | 23 | 10
Fc1ccccc1CN(CCCn1ccnc1)Cc1cccc2cccnc12 | 28 | 6
CCCNC(=O)c1c(O)c2cc(OC)c(OC)cc2[nH]c1=O | -18 | 17
COC(=O)c1sc2ncn(Cc3ccc(Cl)cc3Cl)c(=O)c2c1C | 1 | 9
CCN(CC)S(=O)(=O)c1ccc(S(=O)(=O)n2cnc3cc(C)c(C)cc32)cc1 | 15 | 10
NC(=O)c1ccccc1NC(=O)c1ncoc1-c1cccs1 | 19 | 12
COc1ccccc1C1NC(=O)C(O)=C1C(C)=O (stereo unspecified) | -7 | 14
CCc1ccc2c(c1)-c1c(s[s+]c1SC(C)=O)C(C)(C)N2 | 65* | 9
COc1cccc(CN(Cc2cccnc2)C2CC(C)(C)NC(C)(C)C2)c1 | -18 | 5
CCOc1ccccc1NC(=O)C1CCCN1S(=O)(=O)c1ccc(F)cc1 (stereo unspecified) | 2 | 8
O=c1[nH]c2ccc(S(=O)(=O)Nc3ccc(Cl)c(Cl)c3)cc2[nH]1 | -39 | 7
Cc1cc(C)c2cc(C(c3nnnn3C3CCCCC3)N3CCCCCC3)c(=O)[nH]c2c1 (stereo unspecified) | 6 | 12
C=CCNc1nc2c(c(=O)n(C)c(=O)n2C)n1Cc1ccccc1Cl | -38 | 7
Cc1cc(C)cc(N(C(C)C(=O)N2CCCC2)S(C)(=O)=O)c1 (stereo unspecified) | -5 | 9
Cc1nc(NC(=O)CSc2nnc3c4c5c(sc4nc(C)n23)CC(C)CC5)sc1C (stereo unspecified) | 0 | 13
Cc1ccsc1CN(CCCN1CCOCC1)Cc1cccs1 | -17 | 6
Cc1nc2c(c(=O)[nH]1)CCN(Cc1[nH]c3ccccc3c1C)C2 | -24 | 2
COc1cc(NC(=O)CSc2nc3cc(OC)c(OC)cc3cc2C)cc(OC)c1 | 0 | 6
CCC(C)(C)NC(=O)CN(C(=O)CCC(=O)Nc1ccccn1)c1cc(C)ccc1C | 5 | 6

Part of the list above, set out differently.
Compound	EP2 mod	EP2 antag
COCCNc1c(-c2cc3cc(C)cc(C)c3[nH]c2=O)nc2cccc(C)n12	-13	13
CCC(C)(C)NC(=O)CN(C(=O)CCC(=O)Nc1nccs1)c1ccc(C)c(C)c1	20	12

(continued)
SMILES | EP2 mod | EP2 antag
Cc1noc(C)c1CCC(=O)Nc1ccc(-c2cn3c(C)c(C)nnc3n2)cc1 | -71 | 4
CN1CCC(CC(O)c2ccc(NC(=O)c3ccc(=O)[nH]n3)cc2)CC1 (stereo unspecified) | -38 | 7
CC(C)(C)NC(=O)CSc1nc(C2CCCCC2)nc2ccccc12 | -36 | 0
O=C(CN(C(=O)c1nsc(Cl)c1Cl)c1cccc(F)c1)NC1CCCC1 | 8 | 4
C=CCOC(=O)C1=C(C)OC(N)=C(C#N)C1c1cc2ccc(C)cc2[nH]c1=O (stereo unspecified) | -21 | 8
CCc1cc2cccc(C)c2nc1SCC(=O)Nc1cc(C)ccc1OC | 59 | 7
Cc1cccc(OCc2nnc(SCC(=O)NC3CCCCC3)n2C)c1 | 6 | 12
O=C(O)CSc1nc(-c2ccc(F)cc2)cc(C(F)(F)F)n1 | 58 | 8
CCn1c(COc2ccc(Br)cc2)nnc1SC | -16 | 9
COc1cccc(C2(NC(=O)CCc3c(C)noc3C)CCCC2)c1 | -26 | 6
CCc1nc(SCC(=O)Nc2cc(Cl)ccc2OC)c2c(C)c(C)sc2n1 | 55 | 6
CCc1ccc2[nH]c(=O)c(CN(Cc3ccco3)Cc3nnnn3Cc3ccccc3)cc2c1 | -22 | 5
N#Cc1cn(Cc2ccc(Cl)cc2)c2ccccc12 | 67* | 15
CCc1ccc2c(c1)C1(SC(NC(C)=O)=NN1C(C)=O)C(=O)N2C(C)=O (stereo unspecified) | 11 | 10
CC(C)(C)c1ccc(S(=O)(=O)N2CCC(NC(=O)c3ccco3)CC2)cc1 | -11 | 3
O=C(CN1CCC(c2ccc(F)cc2)CC1)N1CCCCC1 | -32 | 7
COc1ccc2cc3c(N)c(C(=O)Nc4ccccc4Cl)sc3nc2c1 | 8 | 11
CCc1ccc2[nH]c(=O)c(CN(Cc3ccc(C)cc3)C(CC)c3nnnn3C3CCCCC3)cc2c1 (stereo unspecified) | 45 | 3
Cn1c(=O)[nH]c(=O)c2c1nc(NCc1ccco1)n2Cc1cccc2ccccc12 | 6 | 7
CC(C)(C)C(=O)NC1CCN(CC(N)=O)CC1 | -38 | 9
CC(=O)c1ccc(S(=O)(=O)N2CCC(n3cnc4cccnc43)CC2)cc1 | -65 | 7
CC1(C)CC(=O)C(C(c2cccc(O)c2O)C2C(=O)CC(C)(C)CC2=O)C(=O)C1 | 24 | 41*

From PubChem BioAssay

These rows are one share of the data. The share of hits here may be higher or lower than overall.
